HTR2A ag: mouse Htr2a agonists via beta-arrestin recruitment, primary screen, cell-based, luminescence | 5-hydroxytryptamine receptor 2A (Mus musculus), P35363 | CHO-K1 mHTR2A beta-arrestin complementation; percent of 30 µM serotonin response | activation, % at 7.6 µM | 360,000 compounds, 0.66% hits | AID 624169, 2012;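 active means activation above a run cutoff, the mean activation of all tested compounds plus 3 SD, cut at about 14% in these data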;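 further: 0% = plate median of compound wells and 100% = 30 µM serotonin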
Target sequence (P35363 whole entry, looked up): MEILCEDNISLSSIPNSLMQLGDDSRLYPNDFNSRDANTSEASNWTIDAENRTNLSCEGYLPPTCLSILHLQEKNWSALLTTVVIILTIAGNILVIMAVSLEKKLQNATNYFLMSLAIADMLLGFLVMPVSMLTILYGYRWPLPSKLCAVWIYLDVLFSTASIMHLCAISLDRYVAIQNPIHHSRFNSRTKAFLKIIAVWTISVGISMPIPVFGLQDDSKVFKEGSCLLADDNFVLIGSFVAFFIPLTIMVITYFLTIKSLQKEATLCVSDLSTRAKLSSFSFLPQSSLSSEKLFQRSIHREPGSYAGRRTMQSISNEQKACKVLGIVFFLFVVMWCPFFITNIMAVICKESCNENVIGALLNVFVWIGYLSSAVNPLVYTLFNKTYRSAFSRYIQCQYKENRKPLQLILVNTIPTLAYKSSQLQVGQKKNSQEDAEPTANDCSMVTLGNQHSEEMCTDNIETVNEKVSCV
TLR9-MyD88 inh: inhibitors of TLR9-MyD88 association in cells, primary screen, cell-based, CHO, BLA complementation, fluorescence. Toll-like receptor 9 (Homo sapiens) + Myeloid differentiation primary response protein …. CCF4 FRET ratio. inhibition, % at 4.98 µM. 340,000 compounds, 0.21% hits. AID 504734, 2011;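 active means inhibition above the mean over all tested compounds plus 3 SD, cut at about 21% in these data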;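 further: 0% = DMSO only wells and 100% = clavulanate BLA inhibitor control wells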
SRC2 inh: inhibition of GAL4-SRC2 driven luciferase reporter, primary screen, SRC2 inhibitor project, cell-based, luminescence; Nuclear receptor coactivator 2 (Homo sapiens), Q15596; HEK293 GAL4-SRC2 luciferase reporter; inhibition, % at 9 µM; 370,000 compounds, 0.17% hits; AID 651957, 2012;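 active means inhibition above the mean inhibition of all tested compounds plus 3 SD, set per campaign, cut at about 52% in these data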;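 further: 0% = DMSO treated cells and 100% = cells given Gossypol at 36 µM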
H9c2 protect: cardioprotection against H2O2-induced cell death, primary screen, uHTS, H9c2 cells, ATPLite luminescence. 360,000 compounds, 0.63% hits. protection from H2O2 cell death, % at 20 µM. H9c2 cardiomyocytes, H2O2 injury protection, 2 h;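 active means compounds giving at least 50% protection of heart cells from peroxide-induced death in the single-dose screen, raw or plate-pattern-corrected value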;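 further: 0% = DMSO wells with peroxide and 100% = DMSO wells without peroxide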
Glyco luc inh: increase of ERlucT glycosylation luciferase signal, primary screen, N-linked glycosylation inhibitor project, D54 ERlucT cells, luminescence, set 2; D54 ERlucT glycosylation luciferase reporter, 24 h; percent of 100 nM tunicamycin response; reporter increase, % at 12.5 µM; 360,000 compounds, 0.23% hits; AID 588692, 2011;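 active means mean luciferase reporter signal, scaled so untreated is 0 and the glycosylation-blocking control 100, at or above a set limit in every replicate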;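 further: luciferase carries N-glycosylation sites so blocking glycosylation raises the light; 0% = median of neutral control wells and 100% = median of 100 nM tunicamycin wells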
ABCB6 inh MLPCN: ABCB6 transporter inhibitors, primary screen, K562-ABCB6 cells, flow cytometry, MLPCN library; ATP-binding cassette sub-family B member 6 (Homo sapiens), Q9NP58; K562-ABCB6 porphyrin accumulation, 1 h; active compounds read low; fluorescence ratio to DMSO, % at 10 µM; 360,000 compounds, 0.19% hits; AID 602162, 2011;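 active means fluorescence ratio to DMSO below 75%, the collection mean minus 3 SD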;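 further: signal is porphyrin accumulated inside mitochondria; 100% equals median channel fluorescence of DMSO control wells; lower ratio means ABCB6 inhibition with less porphyrin fluorescence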
MC4R ag barr: MC4R agonists recruiting beta-arrestin, primary screen, cell-based, luminescence, agonist arm of biased-ligand search; activation, % at 8.9 µM; Melanocortin receptor 4 (Homo sapiens), P32245; 360,000 compounds, 0.98% hits; U2OS MC4R beta-arrestin complementation; percent of melanotan II response, DMSO zero;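 active means activation above a per-plate cutoff, the mean activation of sample wells on that plate plus 3 SD, cut at about 8% in these data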
Target sequence (P32245 whole entry, looked up): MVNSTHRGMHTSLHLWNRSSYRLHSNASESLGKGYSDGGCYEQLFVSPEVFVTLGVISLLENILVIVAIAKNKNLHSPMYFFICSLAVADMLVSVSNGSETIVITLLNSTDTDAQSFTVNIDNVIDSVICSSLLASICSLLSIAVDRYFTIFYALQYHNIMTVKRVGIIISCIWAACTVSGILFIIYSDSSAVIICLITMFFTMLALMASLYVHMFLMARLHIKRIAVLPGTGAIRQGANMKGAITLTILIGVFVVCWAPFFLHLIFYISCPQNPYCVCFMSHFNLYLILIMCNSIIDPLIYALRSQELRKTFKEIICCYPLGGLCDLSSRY
ABHD5 PLIN5 PPI: ABHD5-PLIN5 interaction inhibitors, primary screen, cell lysate, split luciferase complementation, luminescence; Perilipin-5 (Homo sapiens) + 1-acylglycerol-3-phosphate O-acyltransferase ABHD5 (Homo …; Split G. princeps luciferase complementation, 4 h; inhibition, % at 4 µM; 360,000 compounds, 0.78% hits;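 active means inhibition above the mean inhibition across every tested compound plus 3 SD, cut at about 22% in these data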;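 further: 0% = DMSO only wells and the 100% control is not disclosed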
NOD2-RIPK2 inh: NOD2-RIPK2 binding disruptors in cells, primary screen, fluorescence, CHO cells, BLA complementation; CCF4 ratio; inhibition, % at 4.98 µM; 360,000 compounds, 0.38% hits; AID 624267, 2012; in the data active means inhibition above about 21%;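 further: 0% = vehicle only and 100% = reference blocker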
MC4R antag cAMP: MC4R antagonists of cAMP signaling, primary screen, cell-based, TR-FRET, antagonist arm of biased-ligand search. Melanocortin receptor 4 (Homo sapiens), P32245. MC4R-expressing cells, MTII-stimulated cAMP, LANCE TR-FRET. inhibition, % at 6.5 µM. 360,000 compounds, 0.48% hits. AID 540295, 2011;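 active means inhibition above its plate's cutoff, the mean of tested wells on that plate plus 3 SD, cut at about 29% in these data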;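 further: 0% = Melanotan II alone and 100% = Melanotan II plus saturating MCL0020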
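Assay system: U2OS cells stably expressing human melanocortin 4 receptor (MC4R) / Dosing: 6.5 µM / Timing: compound 30 min, challenge 1 h, detection 1 h / Measured by: Eu-cAMP/anti-cAMP TR-FRET, emission 671 nm / Replicates: singlicate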
Active calls of the source: *; x = no result given. Some of the compounds tested; the hit share may differ from the screen's.

SMILES	HTR2A ag	TLR9-MyD88 inh	SRC2 inh	H9c2 protect	Glyco luc inh	ABCB6 inh MLPCN	MC4R ag barr	ABHD5 PLIN5 PPI	NOD2-RIPK2 inh	MC4R antag cAMP
Cc1oc(-c2ccc(Cl)cc2)nc1CS(=O)CC(=O)NC(C)c1ccccc1 (configuration not stated)	-1	-11	11	0	-1	100	-0.4	-1	8	10
CCn1c(=O)c2c(nc(SCC(=O)Nc3ccccc3)n2C)n(C)c1=O	-2	-10	-6	0	5	97	0.3	0	2	8
COc1cccc(N(Cc2nnc3n2CCCCC3)C(=O)Nc2ccccc2)c1	-5	-4	3	0	1	90	-2.7	-1	-4	11
Cc1oc(-c2ccc(Cl)cc2)nc1CS(=O)CC(=O)NCc1ccc2c(c1)OCO2 (configuration not stated)	5	-6	-14	-9	3	100	-1.4	6	-7	12
CCc1ccc(-c2cn3c(n2)SCC3)cc1	6	-8	-42	-12	-5	104	0.0	-10	4	2
CCCn1c(N)c(C(=O)CN(C)CC(=O)Nc2cccc(F)c2)c(=O)[nH]c1=O	-3	-10	-9	-2	2	95	0.2	-1	0	-1
O=[N+]([O-])c1ccc(N2CCCCC2)nc1N1CCCCC1	-3	-1	2	-22	0	101	-0.6	-5	10	6
COc1ccccc1CCNC(=O)CNC(=O)c1ccc2ccccc2c1	-2	-2	5	-2	-1	97	0.6	-2	1	10
Cc1ccc(C(OC(=O)c2ccco2)C(=O)NC2CCCC2)cc1 (configuration not stated)	-2	-6	23	3	0	95	-0.8	4	-3	15
COc1cccc(CNC(=O)CN2C(=O)COc3ccc(S(=O)(=O)N4CCCCCC4)cc32)c1	-3	1	-6	-5	0	99	-0.9	6	-6	-3
COc1ccc(CCN2C(=O)NC(NC(=O)CC(C)C)(C(F)(F)F)C2=O)cc1OC (configuration not stated)	2	7	-5	2	5	92	-2.7	1	-3	6
N#Cc1cc2c(nc1SCC(=O)O)CCCCC2	2	9	-36	-3	2	94	-2.8	-5	-2	-2
CC1CN(C(=O)CCS(=O)(=O)c2ccccc2)CC(C)O1 (configuration not stated)	-3	-7	-6	-1	3	100	-0.7	5	-7	-2
COC(=O)c1ccc(/C=N/N2C(C)CCCC2C)cc1 (configuration not stated)	1	-10	4	-9	3	97	-2.5	-6	-6	1
COc1ccccc1NC(=O)N1CCCC1C(=O)NC12CC3CC(CC(C3)C1)C2 (configuration not stated)	0	5	6	4	2	94	-2.0	-6	1	-1
O=C(CCN1CCN(c2ccccc2F)CC1)Nc1ccccc1F	4	2	-23	-5	2	105	-1.1	-3	12	-1
Cc1ccc(NC(=O)CN(C)C(=O)c2ccc(OCc3c(C)noc3C)cc2)cc1	-1	6	-7	4	0	92	-2.5	0	-1	-7
COc1ccc(F)cc1S(=O)(=O)NCC(c1ccc2c(c1)OCO2)N1CCN(C)CC1 (configuration not stated)	-5	-20	-2	3	1	101	-2.1	-8	-11	1
COc1cc(C(=O)Nc2ccc(C(=O)c3ccncc3)cc2)cc(OC)c1OC	0	-8	-6	9	3	92	-0.7	3	-7	2
O=C(Nc1cccc([N+](=O)[O-])c1)c1ccc2snnc2c1	-1	-4	-17	9	-1	95	6.3	-1	-5	-2
COc1ccc([N+](=O)[O-])cc1NC(=O)c1cncc(Br)c1	-4	11	-6	-2	0	101	-0.1	8	-11	9
c1ccc(-n2ncc3c(NC4CCCCCC4)ncnc32)cc1	-3	6	-34	-2	-10	94	1.4	3	-8	10
CCCC(=O)N=C1SC2CS(=O)(=O)CC2N1c1ccc(-c2nc3ccc(C)cc3s2)cc1 (configuration not stated)	-4	-14	-43	5	-1	97	6.0	5	-5	6
COc1cc(/C=N/Nc2ccc(Cl)c(C(=O)O)c2)ccc1OC(=O)c1ccco1	5	-9	-13	6	-1	94	-1.7	-1	-12	-1
Cc1cc(NC(=O)C2CCCN(S(=O)(=O)c3cnc[nH]3)C2)ccc1Br (configuration not stated)	-3	1	13	-6	1	99	0.3	-3	0	13
CCN(CCNC(=O)C1CCCN(S(=O)(=O)CC)C1)c1ccccc1 (configuration not stated)	1	-1	-8	1	1	98	-1.1	-2	2	1
Cn1c(=O)n(-c2ccc(Cl)cc2)c(=O)c2c3c(sc21)COC(C)(C)C3	3	-9	13	-3	-1	93	-0.9	-4	-3	5
S=c1[nH]nc(-c2ccco2)n1-c1ccc(Cl)cc1	-2	-2	16	4	1	102	-4.3	-9	3	12
CC(NC(=O)CCCC1CCCCC1)c1ccc(S(N)(=O)=O)cc1 (configuration not stated)	0	-9	-26	-2	1	98	4.1	-1	0	-10
NC(=O)c1cc2cc(Cc3ccccc3Cl)ccc2oc1=O	3	2	15	4	-3	80	11*	3	-10	-6
CC(C(=O)N1CCN(C=O)CC1)N1C(=O)c2ccccc2C1=O (configuration not stated)	2	6	19	10	2	96	-0.9	-4	-4	-5
O=C(NC1CC1)c1ccc(-n2cccc2)cc1	1	-2	-50	-15	1	103	0.5	1	-15	-2
CCc1ccc(NC(=S)N2CCN(c3cccc(C(F)(F)F)c3)CC2)cc1	11	-3	-23	-6	2	101	7.5	-6	6	-2
Cc1noc(C)c1NC(=O)NC(c1ccccc1)c1ccccc1	13	1	-15	3	6	97	4.2	10	-17	3
NS(=O)(=O)c1ccc(NC(=O)CSc2ncccn2)cc1	10	0	-12	-6	0	99	-1.1	-1	14	-1
Cc1ccc(Cl)cc1NC(=S)NN	2	x	-16	4	3	98	-4.8	-12	-7	-2
C#CCOCCOCCOCCNc1nc(N2CCN(C(=O)CCCCCCCCCCNC(=O)[C@H](CCCCN)n3cc(C)nn3)CC2)nc(N2CCN(C(=O)CCCCCCCCCCNC(=O)[C@H](CCCCN)n3cc(CCCC(=O)O)nn3)CC2)n1	8	-7	x	-4	3	95	-0.5	7	5	8
Cc1ccccc1NC(=O)COC(=O)c1ccc(S(=O)(=O)N2CCCCCC2)cc1	3	-4	0	5	-2	102	-1.8	1	2	6
CC(C)NC(=O)N(C)C[C@H]1Oc2ccc(NC(=O)CCN3CCOCC3)cc2C(=O)N([C@H](C)CO)C[C@@H]1C	2	8	-25	18	2	100	0.4	2	3	6
CN(C)c1ccc(C(CN)c2c[nH]c3ccccc23)cc1 (configuration not stated)	-5	-4	-11	-9	-2	106	-4.9	5	-5	-2
O=C(CSc1nc2cc(C(=O)O)ccc2c(=O)n1-c1ccc(F)cc1)Nc1ccc(F)c(F)c1F	3	-8	13	6	0	99	-0.7	-2	2	14
O=C(CCC(=O)NC1CCCCCC1)Nc1nnc(C(F)(F)F)s1	-2	7	4	14	0	93	1.4	5	-8	4
O=C(NCc1cccc(Cl)c1)NCc1cccc(Cl)c1	-2	6	-1	0	1	102	6.8	15	-21	-7
O=C1S/C(=C\c2cccs2)C(=O)N1c1ccc(O)cc1	4	-20	-64	-10	-2	93	4.1	-5	-13	-14
Cc1cc(C)cc(NC(=O)CSc2nnnn2-c2cccnc2)c1	0	8	-8	9	0	99	-2.1	1	-11	1
COc1ccc(OCCC(=O)NCCN2CCOCC2)cc1	3	-3	-15	2	2	92	2.3	4	-10	-6
N#Cc1c(-c2ccc(F)cc2)cc(-c2cccnc2)nc1N	4	-1	15	-11	-7	98	-1.2	2	-1	-3
CSc1ccc(C(=S)N2CCN(CCO)CC2)cc1	2	-5	-19	-6	3	98	-1.5	-6	4	4
O=C(Nc1ccn(C2CCC(CO)O2)c(=O)n1)c1ccccc1 (configuration not stated)	0	x	-16	-2	1	97	x	-1	-4	x
Cc1ccc(NC(=O)c2cccc(NC3=NC4CS(=O)(=O)CC4S3)c2)cc1 (configuration not stated)	1	0	1	-2	0	96	0.4	-1	4	15
O=C(COC(=O)c1cc(-c2cccs2)nn1-c1ccccc1)Nc1cccc([N+](=O)[O-])c1	4	3	5	-4	0	97	4.6	-1	-9	7
O=C(NC1CCSc2ccccc21)c1ccc(Cl)c(S(=O)(=O)N2CCOCC2)c1 (configuration not stated)	-3	-5	-9	-2	-2	99	-4.7	-7	-2	2
Cc1ccc(C(=O)c2cn[nH]c2-c2ccccc2O)cc1	-7	5	-4	-9	1	109	-2.7	-10	-18	-3
Cc1c(C(N)=O)sc2ncn(CC(=O)NCCc3ccccc3)c(=O)c12	8	1	-8	7	3	93	-1.8	3	-4	4
CC(Oc1ccccc1)C(=O)N=C1SC2CS(=O)(=O)CC2N1c1ccc(F)cc1 (configuration not stated)	3	6	5	-3	1	98	1.8	9	1	4
CC(C)NC(=O)NNC(=O)c1cc(COc2cc(Cl)cc(Cl)c2)on1	1	-4	-9	5	0	99	-0.9	3	-4	5
COc1ccc(CN(C)C(=O)COc2cccc(-n3cnnn3)c2)cc1OC	2	-10	0	-3	2	99	-1.1	-18	-2	6
Cc1ccc2[nH]c(C(=O)N/N=C/c3ccccc3O)c(C)c2c1	-10	-7	-3	27	-10	97	1.3	-6	3	24
CN1C(=O)c2ccc(C(=O)Nc3nccs3)cc2C1=O	1	3	-10	12	2	95	0.3	0	6	-1
COCCNC(=S)N1CCC(C(=O)c2ccc3c(c2)OCCO3)CC1	0	18	-23	-7	1	95	-2.2	-2	-7	16
More results follow.
SMILES	HTR2A ag	TLR9-MyD88 inh	SRC2 inh	H9c2 protect	Glyco luc inh	ABCB6 inh MLPCN	MC4R ag barr	ABHD5 PLIN5 PPI	NOD2-RIPK2 inh	MC4R antag cAMP
CCCCCC1CC(=O)NC1(C(=O)OCC)C(=O)OCC (configuration not stated)	2	-1	0	0	2	98	-0.9	0	-14	-3
Cn1nnnc1SCC(=O)Nc1cc(C(C)(C)C)nn1-c1ccccc1	-1	0	-15	12	-1	86	0.4	0	-11	-5
Cc1cccn2c(=O)c3cc(C(=O)N4CCOCC4)n(C)c3nc12	1	-13	-22	4	2	99	-0.7	-12	0	3
CN(Cc1ccc(F)cc1)C(=O)c1cc(COc2ccc(F)cc2F)on1	-4	-5	-22	-2	1	93	-1.7	-2	-3	3

Bioassay records deposited in PubChem by several laboratories.
